Compound activity (PubChem)
5HT1a ag = agonists of human 5-HT1a serotonin receptor; activation, % at 10 µM; CHO 5-HT1a Ga15 NFAT-bla reporter, FRET ratio; 0% basal, 100% maximal reference agonist; AID 567; 0.56% of 65,000 active;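 active = activation above the screen-wide mean activation plus 3 SD, cut at about 19% in these data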;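 also: 0% = DMSO wells and 100% = 5-CT at EC100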
SF-1 act = SF-1 (human) activation; Q13285; CHO-K1 Gal4-SF-1 LBD luciferase reporter; % increase over DMSO SF-1-specific signal; activation, % at 10 µM; 1.9% of 65,000 active; AID 522;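 active = activation above the mean activation of all tested compounds plus 3 SD, cut at about 50% in these data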
Target sequence (Q13285 whole entry, looked up, the tested form may be a part): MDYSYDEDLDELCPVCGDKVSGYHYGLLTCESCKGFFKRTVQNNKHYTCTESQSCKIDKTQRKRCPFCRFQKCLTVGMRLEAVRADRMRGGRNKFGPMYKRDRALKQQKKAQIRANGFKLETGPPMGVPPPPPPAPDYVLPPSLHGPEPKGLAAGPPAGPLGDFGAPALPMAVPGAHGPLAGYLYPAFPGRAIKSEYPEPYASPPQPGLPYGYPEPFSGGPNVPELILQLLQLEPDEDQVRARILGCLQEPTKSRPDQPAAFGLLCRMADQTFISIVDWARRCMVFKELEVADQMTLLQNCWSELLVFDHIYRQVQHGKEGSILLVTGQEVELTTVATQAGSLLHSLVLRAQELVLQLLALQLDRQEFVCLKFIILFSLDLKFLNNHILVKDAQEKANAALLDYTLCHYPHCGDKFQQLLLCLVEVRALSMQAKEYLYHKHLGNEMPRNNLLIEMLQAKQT
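Assay system: CHO-K1 cells co-transfected with Gal4 DBD–human SF-1 LBD, 5xGal4 luciferase reporter / Input: 4,000 cells per well / Incubation: 20 h compound exposure at 37 °C after 1 h cell settling / Detection: SteadyLite luciferase luminescence / Control set: DMSO negative control and −SF1 background wells / Replication: one test per compound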
A340 absorber = compounds absorbing at 340 nm; compound absorbance at 340 nm, fold over control; fold change at 10 µM; 65,000 tested, under 10 active; AID 708;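 active = at 10 µM dose, initial 340 nm absorbance at least 2 fold that of control wells; inactive = change under 2 fold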;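 also: initial absorbance extrapolated from kinetic A340 decline of NADH oxidation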
Fluor 339 460 = intrinsic fluorescence of library compounds, ex339/em460 – biochemical, MLSMR library, data from DPM-DC assay, artefact control, profiling panel; compound autofluorescence, ex339/em460 nm, NADH buffer; hits give high values; 1 = no-compound wells, NADH background; fluorescence fold increase at 10 µM; 5.5% of 65,000 active; AID 709;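 active = at 10 µM, mean starting fluorescence two-fold or more over control wells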;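 also: signal is the first read of a kinetic run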
RORA act = activators of human nuclear receptor RORA. AID 560. 1.5% of 65,000 active. activation, % at 10 µM. P35398. CHO-K1 Gal4-RORA LBD luciferase reporter, luminescence; percent increase over mock-subtracted basal signal;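 active = activation above the mean of all tested compounds plus 3 SD, cut at about 49% in these data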;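 also: 0% = DMSO-treated RORA cells and 100% = added signal equal to DMSO minus mock-transfected cells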
MMP13 inh = blocks human MMP13 activity; AID 570; inhibition, % at 4 µM; MMP-13 fTHP FRET cleavage, Mca fluorescence; 0.07% of 65,000 active;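 active = inhibition above the mean of compound-free control plate wells plus 3 SD, cut at about 14% in these data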;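 also: 0% = DMSO wells and 100% = wells with reference MMP-13 inhibitor after basal subtraction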
NADH coupling = inhibitors of enzymes used to reach an NAD/NADH endpoint. coupled PK/LDH NADH assays, four targets. IC50, µM (top dose mostly 10 µM), without a hit: top-dose inhibition. 0.02% of 65,000 active;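 active = single-dose screening hits from any of four coupled enzyme assays that gave an IC50 when retested across doses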;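 also: the DPM-DC format reads NADH fluorescence rather than 340 nm absorbance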
5-HT1A blocker = antagonists of human 5-HT1a serotonin receptor; P08908; CHO 5-HT1a Ga15 NFAT-bla reporter, antagonist mode; inhibition, % at 10 µM; 0.68% of 62,000 active;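 active = inhibition above the mean of all tested compounds plus 3 SD, cut at about 43% in these data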;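 also: receptor stimulated by 5-CT agonist at 100 nM near EC80; beta-lactamase reporter measured by ratiometric fluorescence of a cleavable substrate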
TNAP act mid DEA = human TNAP activation, intermediate phosphate acceptor | purified TNAP, CDP-star luminescence, 100 mM DEA, 30 min; hits give high values; scale: 0 levamisole-inhibited, 1 vehicle-only enzyme | P05186 | 64,000 tested, under 10 active | activation factor at 20 µM;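 active = activation factor of at least 2 at 20 µM, relative to controls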
Target sequence (P05186 whole entry, looked up): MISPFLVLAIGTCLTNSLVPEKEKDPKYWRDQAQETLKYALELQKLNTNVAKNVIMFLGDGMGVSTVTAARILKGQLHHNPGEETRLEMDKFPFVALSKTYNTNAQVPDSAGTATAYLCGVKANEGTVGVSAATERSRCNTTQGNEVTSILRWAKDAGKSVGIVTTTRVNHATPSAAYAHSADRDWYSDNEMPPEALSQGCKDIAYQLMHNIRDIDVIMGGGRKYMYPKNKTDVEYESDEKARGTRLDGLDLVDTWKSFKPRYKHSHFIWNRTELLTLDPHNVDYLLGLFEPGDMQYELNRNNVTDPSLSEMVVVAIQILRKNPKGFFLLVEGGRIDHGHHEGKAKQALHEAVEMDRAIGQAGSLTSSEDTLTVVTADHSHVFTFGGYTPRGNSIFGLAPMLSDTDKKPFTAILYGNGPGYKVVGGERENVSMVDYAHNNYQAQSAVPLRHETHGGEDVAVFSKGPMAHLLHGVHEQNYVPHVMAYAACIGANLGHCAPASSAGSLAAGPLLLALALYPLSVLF
Starred values were filed as active, the others as inactive; · = no result given; [ ] = dose if it differs, or a comment.

SMILES	5HT1a ag	SF-1 act	A340 absorber	Fluor 339 460	RORA act	MMP13 inh	NADH coupling	5-HT1A blocker	TNAP act mid DEA
Cc1ccccc1-c1nnc(-c2ccc(Cl)cc2)o1	·	·	1.1	1.1	·	·	5%	·	0.9
CCOc1ccccc1C(=O)NC1CCN(Cc2nnnn2C2CCCC2)CC1	0.9	-5	0.99	1.1	-6	1	5%	-7	0.9
CC1CN(c2nc3c(c(=O)n(Cc4ccc(Cl)cc4)c(=O)n3C)n2C)CC(C)O1 (configuration not stated)	-4.8	2	1	1.1	16	-1	3%	3	0.9
CC(CN1CCCCC1)OC(=O)c1ccc2c(c1)OCO2 (configuration not stated)	0.4	-4	0.99	1.1	-2	-1	3%	7	0.8
CCOc1ccccc1NC(=O)c1ccccc1N(C)S(C)(=O)=O	0.4	-26	1	1.1	-31	2	1%	2	1
O=c1[nH]c2cc(Cl)ccc2n1-c1ccccc1	-2.4	-24	0.99	1.1	-21	6	5%	-20	0.4
C=C1C2(C(=O)Nc3nccs3)CCC(C2)C1(C)C (configuration not stated)	-0.4	-4	1	1.1	-15	-1	1%	·	0.9
COc1ccc(NC(=O)c2cnc3ccccn3c2=O)c(OC)c1	0.0	42	1.2	1.1	47	4	1%	-8	0.9
CCOc1ccc(NC(=O)C2CCCN(S(=O)(=O)c3c(C)nn(C)c3C)C2)cc1 (configuration not stated)	-2.1	-11	1	1.1	-16	-13	3%	-16	0.9
CCN(CC)C(=O)CSc1nnc(-c2cccnc2)n1CCc1ccccc1	-3.0	-14	1	1.1	-16	6	4%	10	1
COc1ccc(-c2cc(O)cc(O)c2)cc1	-0.3	43	0.98	1	40	1	2%	7	0.9
CC(C)(C)c1ccc(C(=O)CSc2ncn[nH]2)cc1	1.0	57*	1.1	1.1	54*	1	12%	-19	0.9
Cc1ccc(-c2nc3cnccn3c2Nc2ccc3c(c2)OCCO3)o1	1.5	11	1.1	1.5	12	3	7%	16	1
COc1cccc(NC(=O)CSc2nnc(CNC(=O)c3ccccc3)n2C)c1	-0.5	-20	1	1.3	10	4	5%	2	0.9
O=C(C1CCCN(S(=O)(=O)c2cccnc2)C1)N1CCn2c1nc1ccccc12 (configuration not stated)	-2.8	-5	0.99	1	-18	-5	3%	-2	0.9
COc1ccc(CSC2=NCCN2)cc1Cl	0.1	8	1	1	-9	-6	5%	·	0.7
N=c1sccn1CC(=O)Nc1ccccc1-c1ccccc1	-4.5	16	0.99	1.1	24	1	9%	14	0.8
CC1CC(C)CN(c2nc3c(c(=O)n(C)c(=O)n3C)n2CCSc2ncccn2)C1 (configuration not stated)	-1.0	-2	1.1	1.1	-14	6	4%	1	0.9
O=C(O)CCc1ccc(-c2ccc(Br)cc2)o1	-0.4	8	1	1.1	-16	2	3%	2	0.9
c1ccc(CC2CCN(c3nc4ccccc4n4nnnc34)CC2)cc1	-0.7	-7	1.1	2.6*	23	-23	3%	-12	0.8
CCOC(=O)C1=C(C)N=C2SC(C)C(=O)N2C1c1ccc(C(=O)OC)cc1 (configuration not stated)	0.2	-3	1.1	1.1	-5	-6	2%	·	0.9
O=C(NCc1ccco1)C1CCN(c2nnc(-n3cccc3)s2)CC1	0.6	-7	1.1	0.99	9	8	4%	-2	1
Cc1[nH]c(C)c(C(=O)O)c1CNC1CCCCC1C (configuration not stated)	-3.2	-3	1	1.1	-13	-3	7%	-12	0.9
Cn1c(=O)c2c(nc(CN3CCC(C(N)=O)CC3)n2Cc2c(F)cccc2Cl)n(C)c1=O	1.7	1	1	1.1	13	-2	3%	-14	0.9
CCN1CCN(C(=O)c2nn(-c3ccc(C)cc3)c(=O)c3c2c2ccccc2n3C)CC1	-2.0	4	1	1.4	-15	0	8%	-3	0.9

Next part, starting with the last 5 of the part before.
SMILES	5HT1a ag	SF-1 act	A340 absorber	Fluor 339 460	RORA act	MMP13 inh	NADH coupling	5-HT1A blocker	TNAP act mid DEA
CCOC(=O)C1=C(C)N=C2SC(C)C(=O)N2C1c1ccc(C(=O)OC)cc1 (configuration not stated)	0.2	-3	1.1	1.1	-5	-6	2%	·	0.9
O=C(NCc1ccco1)C1CCN(c2nnc(-n3cccc3)s2)CC1	0.6	-7	1.1	0.99	9	8	4%	-2	1
Cc1[nH]c(C)c(C(=O)O)c1CNC1CCCCC1C (configuration not stated)	-3.2	-3	1	1.1	-13	-3	7%	-12	0.9
Cn1c(=O)c2c(nc(CN3CCC(C(N)=O)CC3)n2Cc2c(F)cccc2Cl)n(C)c1=O	1.7	1	1	1.1	13	-2	3%	-14	0.9
CCN1CCN(C(=O)c2nn(-c3ccc(C)cc3)c(=O)c3c2c2ccccc2n3C)CC1	-2.0	4	1	1.4	-15	0	8%	-3	0.9
CCOC(=O)CNC(=O)C1c2cc(OC)c(OC)cc2C(=O)N(C)C1c1ccccc1F (configuration not stated)	-1.2	10	1.1	1.1	4	-6	2%	-8	0.9
O=C(C1CCCCC1)N1CCC(c2nc3c(nnn3Cc3c(F)cccc3Cl)c(=O)[nH]2)CC1	3.1	-7	0.97	1	-10	-4	2%	-10	0.8
C=CCNC(=O)c1sc(=S)n(-c2ccc(C(=O)OCC)cc2)c1N	-0.8	0	1.1	1.1	-1	0	3%	8	1
CCCn1c(SCC(=O)N2CCCc3ccccc32)nnc1-c1ccco1	3.8	2	0.97	1.1	-4	4	5%	-9	0.9
COc1ccc(-c2noc(-c3ccccc3F)n2)cc1	-3.3	14	1	1.1	-18	2	5%	7	1
CCC1CCCCN1S(=O)(=O)c1ccc(S(=O)(=O)N2CCN(S(=O)(=O)CC)CC2)cc1 (configuration not stated)	1.5	3	1	1.1	-15	-4	2%	-2	1
COc1ccc(C2CC(=O)N3C(=C2C#N)SCC3(O)c2ccccc2)cc1 (configuration not stated)	-2.8	-12	1	1.1	-21	3	7%	15	0.9
CC(C)Oc1c(Cl)cc(CNC(C)(C)CO)cc1Cl	0.0	-7	1	1.1	11	3	0%	-2	1
COC(=O)NCCOC(=O)N(O)c1ccc(Br)cc1	-4.7	-4	1	1.1	0	-7	1%	-4	0.9
O=C1c2ccccc2C(O)N1Cc1ccccc1Cl (configuration not stated)	-1.9	-12	1	1	22	1	2%	-1	0.9
CNC(=O)CSc1nnnn1-c1ccc(C)cc1C	-4.1	4	1	1.1	-14	2	2%	-2	0.9
COc1ccc(NC(=O)CSc2nc3ccccc3c(=O)n2CCNC(C)=O)c(OC)c1	-0.5	-2	1	1	-14	-1	4%	0	1
Cc1ccccc1OC(C)C(=O)NC1CCCC1 (configuration not stated)	1.4	-4	1	1.1	-8	4	4%	6	1
CC(Sc1nnc(-c2ccc(O)cc2)o1)C(=O)Nc1cccc2ccccc12 (configuration not stated)	-2.3	25	1	1.1	-8	-4	2%	0	1
Cc1cc(C)nc(SCc2ccc(C(=O)O)o2)n1	0.5	6	1	0.89	-15	-2	5%	-8	0.9
O=C1CC(Sc2nnc(-c3ccccc3)o2)C(=O)N1c1ccccc1 (configuration not stated)	-2.0	2	0.99	1.2	16	1	1%	11	0.8
CCCNC(=O)c1ccccc1C(=O)NCCC	-0.4	-3	1	1.1	10	3	1%	-1	0.9
Cc1ccc(OCC(O)Cn2c(=N)n(CCN3CCCCC3)c3ccccc32)cc1 (configuration not stated)	0.0	-10	0.98	1	14	2	2%	43*	1
CC1CCCCC1NC(=O)c1ccc(CNc2c(N3CCCC3)c(=O)c2=O)cc1 (configuration not stated)	1.1	3	1	1	8	-6	5%	-8	0.9
COc1ccc(C2=NOC(C(=O)N3CCCCCC3)C2)cc1OC (configuration not stated)	1.4	-2	0.99	1	-15	2	9%	-7	0.9
Cc1nnc(SCCOC(N)=O)n1C	0.0	-1	1	1.1	-8	9	6%	4	1
Cc1nn(C)c(C)c1CN(C)C(=O)c1cc2nc(-c3ccco3)cc(C(F)(F)F)n2n1	0.1	-7	1.1	2.5*	-3	-13	8%	8	0.9
CCOC(=O)C1=C(C)NC(=O)NC1c1ccc(OC(=O)c2ccco2)c(OC)c1 (configuration not stated)	-0.2	12	1	1.1	-6	5	12%	-13	0.9
CCOC(=O)c1c(C)[nH]c(/C(C)=N/O)c1C	-0.8	-3	1	1.1	-11	6	3%	·	0.9
C=CCn1c(SC(C)C(=O)NCc2ccc3c(c2)OCO3)nnc1C1CCCCC1 (configuration not stated)	-2.0	1	1	1.1	-6	5	3%	33	1.1

Three compounds out of the list above, arranged by their value in 5-HT1A blocker, rising.
| SMILES | 5-HT1A blocker |
| --- | --- |
| CCOC(=O)C1=C(C)NC(=O)NC1c1ccc(OC(=O)c2ccco2)c(OC)c1 (configuration not stated) | -13 |
| COC(=O)NCCOC(=O)N(O)c1ccc(Br)cc1 | -4 |
| COc1ccc(-c2noc(-c3ccccc3F)n2)cc1 | 7 |

Further structures.
SMILES	5HT1a ag	SF-1 act	A340 absorber	Fluor 339 460	RORA act	MMP13 inh	NADH coupling	5-HT1A blocker	TNAP act mid DEA
Cn1cccc1C(=O)OCc1cc(Cl)cc2c1OCOC2	0.3	60*	1	1.1	24	7	3%	-4	0.9
[O-][n+]1c2ccc3nonc3c2nn1-c1ccccc1Cl	-3.5	-6	0.99	1.3	-13	-3	6%	-2	0.9
O=C(/N=C1\NC(=O)C(F)(C(F)(F)F)S1)NC1CCCCC1 (configuration not stated)	1.3	-11	1.1	1.1	-5	-2	6%	-4	0.9
COCCNC(=O)c1ccc2c(c1)ncn2-c1ccc(F)c(F)c1	-1.3	8	0.99	1	6	2	7%	-8	·
COc1cc2c(cc1OC)CN(C(=O)CC1CC3CCC1C3)CC2 (configuration not stated)	-1.6	1	0.97	1.2	2	-5	7%	4	0.8
O=C(CN1CCN(C(=O)c2ccco2)CC1)Nc1c2c(nc3c1CCC3)CCCC2	-0.5	-4	1.1	1	-3	0	16%	5	1
Cn1c(=O)n(C)c2cc(/C=N/n3cnnc3)ccc21	0.1	-3	1.2	2.8*	-11	-14	10%	-1	1
COc1ccc(CCNC(=O)Cn2c(=O)n(Cc3ccco3)c(=O)c3ccc(Cl)cc32)cc1OC	-2.8	0	1	1.1	-9	0	6%	-7	1
COc1cc2[nH]c3c(N4CCN(c5ccccn5)CC4)ncnc3c2cc1OC	-0.2	25	1.1	3.7*	-1	-78[fluorescence artefact?]	14%[fluoresces]	-5	1
CCOCCCNCc1ccc(OC)c(OC)c1	-0.7	-15	1	0.96	-17	6	12%	-13	0.9
CCOC(=O)CSc1nc2c(c(=O)[nH]c(=O)n2C)n1C/C=C(/C)Cl	-3.0	-6	1	1.1	15	4	7%	-5	0.9
CC(C)C(C(=O)Nc1nccs1)c1ccccc1 (configuration not stated)	-3.0	-11	1	1.1	-9	2	6%	-8	0.9
CCCCC(=O)Nc1ccc(C(=O)N2CCCC(C(=O)OCC)C2)cc1 (configuration not stated)	-3.2	16	1	1	2	-2	7%	4	0.8
COc1ccc(OC(C)C(=O)N2CCOCC2)cc1 (configuration not stated)	-1.2	6	1	1.1	-4	-2	1%	-4	0.9
Cc1ccc(C(C(=O)NC2CCCCC2)N(C(=O)c2csnn2)C2CC2)o1 (configuration not stated)	-0.2	4	0.98	1.1	-16	2	7%	4	1
COc1ccc(N2CC(O)=C(c3nc(C)cs3)C2=N)cc1	-2.3	15	1.1	1.1	5	-2	1%	10	0.9
Cc1nc2ccccc2c(=O)n1NC(=O)c1c(O)c2c(n(CC(C)C)c1=O)CCCC2	1.3	-1	0.99	1.1	-18	-1	2%	0	0.9
Cn1c(C(=O)N2CCC(C(=O)N3CCOCC3)CC2)cc2sccc21	0.5	-2	1	1.1	-10	-2	1%	-9	0.9
Cc1cc(OC2CCCCC2)nc(-c2ccccc2O)n1	3.1	4	1.1	1.2	-8	-5	5%	2	0.8
